D2 agonist: activates the human D2 dopamine receptor | P14416 | HEK293 T-REx D2 cells, calcium flux agonist mode | activation, % at 2 µM | 340,000 compounds, 0.53% hits | AID 485358;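 active = activation over 3 SD above normal in the single-dose calcium agonist read, cut at about 30% in these data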; note: 0% is about no effect
Target sequence (P14416 whole entry, looked up): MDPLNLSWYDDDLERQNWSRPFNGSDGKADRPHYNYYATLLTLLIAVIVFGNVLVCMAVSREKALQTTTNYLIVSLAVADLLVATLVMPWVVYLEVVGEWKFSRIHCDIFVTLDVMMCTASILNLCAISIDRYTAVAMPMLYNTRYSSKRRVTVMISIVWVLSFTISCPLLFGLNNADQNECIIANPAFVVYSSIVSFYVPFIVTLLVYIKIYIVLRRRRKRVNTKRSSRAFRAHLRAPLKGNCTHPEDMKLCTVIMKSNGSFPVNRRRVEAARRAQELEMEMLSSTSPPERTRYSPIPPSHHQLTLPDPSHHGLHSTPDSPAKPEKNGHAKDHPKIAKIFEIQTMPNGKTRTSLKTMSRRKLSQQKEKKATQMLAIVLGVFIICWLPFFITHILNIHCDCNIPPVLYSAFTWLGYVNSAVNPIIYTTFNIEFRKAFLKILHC
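In this primary screen, compounds producing a positive calcium signal within 180 s of addition to tetracycline-induced, force-coupled HEK293 Trex D2 cells are flagged; cells are dye-loaded with a no-wash calcium kit beforehand.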
USP1-UAF1 inh: inhibitors of human USP1/UAF1 deubiquitinase. O94782. recombinant USP1/UAF1, Ub-Rhodamine cleavage fluorescence. Potency, µM (highest dose often 57.1 µM), without a hit: at the top dose activity change, negative = inhibition, usual class: inhibitors. 390,000 compounds, 0.23% hits. AID 743255; note: potency is the fitted concentration of half-maximal effect; % is set by controls: 0 for no effect and ±100 for the full control effect; nearly all actives have a fitted effect of over 60% in size; inactives centre near -12
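Step one: compound is pinned into 1nM USP1/UAF1 in HEPES pH 7.8 buffer with TCEP. Step two: 15 min room-temperature incubation. Step three: Ub-Rho (150nM final) starts cleavage, tracked by fluorescence over six one-minute reads.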
rTrxR1 inhibitor: inhibitors of rat thioredoxin reductase 1 | recombinant rTrxR1, NADPH fluorescence consumption, selenite substrate | Potency, µM (doses to about 114 µM), inactives show at the highest dose activity change, negative = inhibition, hits mostly inhibitors | 390,000 compounds, 1% hits | AID 588453; note: potency is the fitted concentration of half-maximal effect; % is set by controls: 0 for no effect and ±100 for the full control effect; nearly all actives have a fitted effect of over 65% in size
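Rat TrxR1 (90 nM in the dispensed reagent) was pre-reduced with 400 uM NADPH for 5 min at room temperature, then incubated with compound for 15 min. After 400 uM selenite was added, NADPH fluorescence (Ex 340/Em 450 nm) was followed for 8 min.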
D2 antag: D2 dopamine receptor (human) antagonism. HEK293 TREx D2 cells, calcium flux, dopamine EC80. AID 485344. 340,000 compounds, 2% hits. inhibition, % at 10 µM; in the data active = inhibition above about 30%; note: 0% is about no effect
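Calcium flux kinetic readout in an inducible HEK293 TREx D2 line plated overnight at 30 C. After 180 s compound exposure, an EC80 dopamine challenge follows with another 180 s kinetic read to detect antagonism.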
TRHR PAM: TRH receptor (human) allosteric enhancement; TRHR cells, fluo-8 calcium fluorescence, EC20 TRH enhancement; enhancement, % at 2 µM; 360,000 compounds, 0.66% hits; AID 493056; in the data active = enhancement above about 30%; note: 0% is about no effect
Target sequence (P34981 whole entry, looked up): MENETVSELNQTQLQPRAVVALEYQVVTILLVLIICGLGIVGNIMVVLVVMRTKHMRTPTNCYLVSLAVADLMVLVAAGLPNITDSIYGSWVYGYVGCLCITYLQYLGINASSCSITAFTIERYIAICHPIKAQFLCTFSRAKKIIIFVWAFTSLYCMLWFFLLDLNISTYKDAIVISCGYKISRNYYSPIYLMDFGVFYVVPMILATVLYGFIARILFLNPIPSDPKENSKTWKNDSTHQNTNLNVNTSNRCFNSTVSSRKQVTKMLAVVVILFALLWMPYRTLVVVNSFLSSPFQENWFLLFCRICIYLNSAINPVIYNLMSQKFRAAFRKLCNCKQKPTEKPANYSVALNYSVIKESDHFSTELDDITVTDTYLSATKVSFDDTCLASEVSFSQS
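Enhancer read-out: after compound pinning and an initial kinetic agonist-mode read, an EC20 of TRH (10 nM final) was injected and fluo-8 calcium signal (Ex 480/Em 530) followed at 1 s/cycle for 100 cycles in TRHR-expressing cells.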
TrxR1 substrate: rat thioredoxin reductase 1 substrate activity | O89049 | 390,000 compounds, 0.01% hits | purified TrxR1 substrate turnover, NADPH consumption readout | Potency, µM (series often up to 114 µM), without a hit: top-dose activity change, negative = substrate turnover; note: potency is the fitted concentration of half-maximal effect; % is set by controls: 0 for no effect and ±100 for the full control effect; nearly all actives have a fitted effect of over 50% in size
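Rat TrxR1, dispensed at 90 nM, was prereduced with 400 uM NADPH (final) for 5 min at ~22 deg C, then incubated with compound 15 min before 400 uM selenite. A first-read NADPH fluorescence drop versus no-compound background flagged substrates.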
IDH1 R132H inh: blocks human mutant IDH1 R132H enzyme. AID 602179. Potency, µM (titrated, usually from 76.6 µM), for the others: at the highest dose activity change, negative = inhibition, actives largely listed as inhibitors. O75874. IDH1-R132H enzyme, NADPH consumption, diaphorase/resazurin fluorescence. 390,000 compounds, 0.093% hits; note: potency is the fitted concentration of half-maximal effect; % is set by controls: 0 for no effect and ±100 for the full control effect; nearly all actives have a fitted effect of over 65% in size
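IDH1-R132H (0.5 ug/mL) preincubated 30 min with compound, then NADPH (0.016 mM) and alpha-KG (2 mM) added; 80 min at RT, pH 7.5. Remaining NADPH coupled via diaphorase/resazurin to fluorescence (540/590 nm); concentration-response curves normalized to no-enzyme control.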
TRHR agonist: activates the human TRH receptor; P34981; TRHR cells, calcium flux fluo-8, FDSS agonist mode; activation, % at 2 µM; 360,000 compounds, 0.18% hits; in the data active = activation above about 30%; note: 0% is about no effect
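TRHR-expressing cells loaded with fluo-8 calcium dye; 23 nL library compound pin-transferred, kinetic FDSS fluorescence (Ex 480/Em 530) recorded about 180 s for agonist-induced calcium release, before a 10 nM TRH EC20 addition for potentiator mode.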
Pin1 inhibitor: blocks the human prolyl isomerase Pin1; Potency, µM (doses to about 115 µM), for inactives: at the highest dose activity, negative = inhibition, usual class: inhibitors; Q13526; 390,000 compounds, 0.009% hits; Pin1 FP peptide displacement, HiFluor488, 10 min; active = well fitted inhibition curve with a large enough effect in the polarisation, with a control signal flat, not every such curve was filed as active; inconclusive = small, poorly fitted or top-dose-only effect, or effect the other way, or a change in a side signal; inactive = no such curve, though single readings can be large or run the other way; the % refers to the polarisation; note: potency is the fitted concentration of half-maximal effect; % is set by controls: 0 for no effect and ±100 for the full control effect
Target sequence (Q13526 whole entry, looked up): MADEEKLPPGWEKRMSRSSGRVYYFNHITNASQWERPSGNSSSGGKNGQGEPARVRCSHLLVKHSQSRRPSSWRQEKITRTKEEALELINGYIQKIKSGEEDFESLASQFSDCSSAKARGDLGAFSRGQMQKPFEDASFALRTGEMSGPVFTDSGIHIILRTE
* hit, by the source's call; ? = inconclusive; . = not tested or not shown; [ ] = dose if it differs, or a comment. Unless noted, calls come from the whole dose curve; as a rule, active = well fitted inhibition curve with a large enough effect; inconclusive = small, poorly fitted or top-dose-only effect; inactive = no such curve, though single readings can be large or run the other way. This is a subset; count on the stated rates, not on these rows.

smiles	rTrxR1 inhibitor	Pin1 inhibitor	TrxR1 substrate	USP1-UAF1 inh	TRHR PAM	D2 antag	TRHR agonist	IDH1 R132H inh	D2 agonist
COC(=O)C(NS(=O)(=O)c1ccccc1Cl)c1ccccc1 (stereo not given)	9%	0%	2%	-25%	-7	2	-0.2	0%	-0.7
CCOc1cc(/C=C/C(=O)N(CC)CC(=O)NCc2cccs2)cc(Cl)c1OC	1%	-11%	-3%[57.1 µM]	-10%	0	8	-0.5	2%	-0.2
COc1cc(/C=C2/CC/C(=C/c3ccc(O)c(OC)c3)C2=O)ccc1O	-27%	?	-6%	-16%	-5	0	0.0	0%	-0.1
Cc1ccc(NC(=S)NC(=O)C2CCCCC2)c(Br)c1	?	0%	-3%	-20%	.	.	.	5%	.
CSc1ccccc1N=Cc1nc(-c2ccccc2)oc1O	-1%	7%	-2%	-23%	-7	-6	-0.1	11%	0.2
Cc1c(C(=O)O)nnn1-c1ccccc1	11%[57.1 µM]	2%	7%[57.1 µM]	-11%	-4	-17	0.1	4%	-1.0
Cc1ccccc1-c1nc2c3ccccc3nc(=S)n2[nH]1	-15%	21%	-3%	-12%	-2	-9	0.2	0%	0.2
CSCCC1NC(=O)N(CC(=O)Nc2ccc(Cl)c(S(=O)(=O)N3CCOCC3)c2)C1=O (stereo not given)	-16%[2.29 µM]	1%	-11%[2.29 µM]	5%	.	.	.	0%	.
CC12CCC(=O)C=C1CCC1C2C(O)CC2(C)C1CCC2(O)C(=O)CO (stereo not given)	13%	7%	3%	-25%	-5	9	0.5	6%	-0.3
C/C(=N/NC(=O)CNC(=O)c1ccco1)c1ccc(Cl)cc1	46%[activator]	-2%	17%	-17%	3	-8	0.4	9%	0.1
CN(CCO)c1ncnc2nc[nH]c12	-14%	-9%	-15%	-14%	-4	8	0.5	-3%	0.3
Cc1nc(CC(=O)NNS(=O)(=O)c2ccc3ccccc3c2)cs1	-2%	-2%	-3%	-19%	-1	-8	0.8	1%	1.1
Cc1ccc(NS(=O)(=O)c2ccc3c(c2)n(C)c(=O)c(=O)n3C)c(C)c1	-1%	14%	-9%	-10%	2	1	-0.1	1%	0.8
Cc1cccc(-c2noc(-c3ccc(N4CCCC4)c([N+](=O)[O-])c3)n2)c1	-1%	4%	-6%	-18%	0	.	0.0	-5%	-0.2
COc1ccc2c(c1)CCc1c(C(=O)NCCCn3ccnc3)noc1-2	16µM*	-1%	2%	-17%	1	-1	-0.2	5%	-0.4

(further entries)
smiles	rTrxR1 inhibitor	Pin1 inhibitor	TrxR1 substrate	USP1-UAF1 inh	TRHR PAM	D2 antag	TRHR agonist	IDH1 R132H inh	D2 agonist
CC(C)c1ccccc1NC(=O)COC(=O)c1cc(=O)[nH]c(=O)[nH]1	6%[57.1 µM]	-2%	5%[57.1 µM]	8%	-3	.	0.3	9%	.
CC(=O)Nc1ccc(S(=O)(=O)N(C)CC(=O)OCC(=O)c2cc(C)n(-c3ccc4c(c3)OCO4)c2C)cc1	-6%	47%[activator]	-10%	-15%	6	4	0.2	0%	0.0
Cc1cccc(N2CC(C(=O)Nc3ccc4c(c3)OCO4)CC2=O)c1C (stereo not given)	-2%	-1%	-2%	-15%	8	-5	0.4	9%	0.8
CC1CCCC(NC(=S)NC(=O)c2ccco2)C1C (stereo not given)	-25%	1%	-21%	-10%	.	.	.	2%	.
CCOc1ccc(N=Nc2cc(C(C)C)ccc2O)cc1	4%[57.1 µM]	-2%	-9%	-26%	0	17	-0.1	-3%	1.3
O=C(CSc1nccn(-c2ccc(Br)cc2)c1=O)Nc1ccccc1F	19%	22%	0%	-2%	-2	-1	0.0	4%	0.1
CC(=O)N1CCc2c(sc(NC(=O)CS(=O)(=O)c3ccc(F)cc3)c2C(N)=O)C1	?	1%	-11%	-28%	3	7	0.2	2%	0.2
CN1C(=O)/C(=C/c2cn(CC(=O)N3CCCCC3)c3ccccc23)c2ccccc21	.	.	.	.	-3	2	-0.2	.	-0.5
CCCc1cc(=O)[nH]c(SCC(=O)Nc2cccc(S(=O)(=O)N3CCCCC3)c2)n1	9%	-9%	7%	-18%	-9	19	-0.5	12%	0.3
CCN(CC)CCCN(C(=O)c1ccco1)c1nc(-c2ccc(Cl)cc2)cs1	14%	-6%	-1%	-24%	1	10	-0.3	-5%	-0.5
O=C(CCc1ccccc1)N1CCN(c2ccc(F)cc2)CC1	9%	-9%	4%	-22%	2	-8	0.3	0%	0.3
O=C(CNC(=O)c1cccs1)NCC(=O)OCc1ccccc1Br	26%[57.1 µM]	4%	4%[57.1 µM]	-22%	5	-5	7.3	19%	-0.4
Cc1ccc(NC(=O)CN2C(=O)NC3(CCCCCCC3)C2=O)cc1C	12%	0%	4%	-11%	0	-21	-0.1	6%	0.1
O=C(O)c1ccccc1N1C(=O)c2cccc3cccc(c23)C1=O	-10%[57.1 µM]	-1%	-7%[57.1 µM]	-16%	-4	15	-0.2	0%	0.5
CCOC(=O)c1c(C)oc2c1cc(NS(=O)(=O)c1ccc(C)cc1)c1ccccc12	17%	44%[activator]	3%	-31%	-4	.	0.6	-2%	-1.2

As a short view, part of the list above:
smiles	rTrxR1 inhibitor	Pin1 inhibitor	TrxR1 substrate	USP1-UAF1 inh	TRHR PAM	D2 antag	TRHR agonist	IDH1 R132H inh	D2 agonist
CC(C)c1ccccc1NC(=O)COC(=O)c1cc(=O)[nH]c(=O)[nH]1	6%[57.1 µM]	-2%	5%[57.1 µM]	8%	-3	.	0.3	9%	.
CC(=O)Nc1ccc(S(=O)(=O)N(C)CC(=O)OCC(=O)c2cc(C)n(-c3ccc4c(c3)OCO4)c2C)cc1	-6%	47%[activator]	-10%	-15%	6	4	0.2	0%	0.0
Cc1cccc(N2CC(C(=O)Nc3ccc4c(c3)OCO4)CC2=O)c1C (stereo not given)	-2%	-1%	-2%	-15%	8	-5	0.4	9%	0.8
CC1CCCC(NC(=S)NC(=O)c2ccco2)C1C (stereo not given)	-25%	1%	-21%	-10%	.	.	.	2%	.

Other results.
smiles	rTrxR1 inhibitor	Pin1 inhibitor	TrxR1 substrate	USP1-UAF1 inh	TRHR PAM	D2 antag	TRHR agonist	IDH1 R132H inh	D2 agonist
Cc1ccc(NC(=O)CCl)c(C)c1	-59%	-4%	3%[57.1 µM]	-1%	0	-2	-1.1	17%	0.0
O=C(Cc1ccccc1)NCC(=O)Nc1cccc(Cl)c1	9%	2%	2%[0.0914 µM]	-2%	3	3	-0.1	3%	-1.2
Cc1ccc(S(=O)(=O)N2CCN(C(=O)COC(=O)Cc3ccc(Cl)cc3)CC2)c(C)c1	27%	16%	1%	-23%	-6	16	0.1	-6%	0.9
COc1ccc(NC(=O)NCCc2cccc(Cl)c2)cc1OC	35%[activator]	2%	14%	-24%	4	-30	-1.1	17%	-1.6
O=C(Nc1ccc(F)cc1)C1CCN(S(=O)(=O)c2ccc3[nH]c(=O)oc3c2)CC1	11%	1%	-3%	-22%	-3	-4	0.2	?	1.1
COc1ccc(Nc2nnc(SCC(=O)Nc3ccc4[nH]c(=O)[nH]c4c3)s2)cc1	32%	24%	4%	-21%	2	-6	0.7	11%	0.5
CCN1CCN(S(=O)(=O)c2ccc(Cl)c(C(=O)N(C)Cc3ccc(Cl)cc3Cl)c2)CC1	2%	-9%	-3%	-1%	0	2	-0.8	0%	0.4
Nc1nc(SCC(=O)Nc2ccc(C(F)(F)F)cc2)[nH]c(=O)c1NC(=O)c1ccc(F)c(F)c1	-5%	25%	-3%	-13%	5	3	0.3	2%	0.2
CCOc1ccc2oc(C(=O)OCC(=O)NC(=O)NC)c(C)c2c1	33%	24%	19%	-28%	-3	14	0.1	-8%	0.7
Cc1ccc2c(CN3CCN(S(=O)(=O)c4ccc5c(c4)OCCO5)CC3)cc(=O)oc2c1C	4%	?	-5%	-7%	17	5	0.3	1%	-0.2
Cc1ccccc1C(=O)c1c[nH]c(C(=O)NCc2cccs2)c1	14%[57.1 µM]	-1%	8%[57.1 µM]	-21%	2	19	-1.1	-1%	0.0
CCCC(=O)Nc1nnc(-c2ccc(Cl)s2)o1	7%	8%	7%	1%	-1	7	0.0	9%	0.4
O=C(COC(=O)c1ccccc1OC(F)F)Nc1ccc(N2CCCCC2)cc1	15%	1%	-2%	-20%	-15	14	0.1	3%	0.1
O=C(Cn1cc([N+](=O)[O-])ccc1=O)NCc1ccc(Cl)cc1Cl	5%	-3%	0%	-29%	8	.	-2.8	-8%	.
COc1ccc(NC(=O)COC(=O)c2cccn2C)cc1S(=O)(=O)N1CCCCC1	14%	0%	8%	-6%	.	.	.	11%	.
CC(=O)c1cccc(NC(=S)NCCc2ccc(Cl)cc2)c1	-8%[57.1 µM]	-1%	2%[57.1 µM]	-8%	-3	.	3.2	3%	.
CC(C)n1nnnc1SCC(=O)N1N=C(c2cccs2)CC1c1cccs1 (stereo not given)	5%	30%	7%	-17%	-7	39*	0.2	0%	0.2
